Source: PubChem BioAssay (Johns Hopkins Ion Channel Center)
RGS4 block – inhibitors of human RGS4; P49798; HEK293 M3R/RGS4 inducible, Fluo-4 calcium flux; hits give high values; triggered by carbachol at its EC20; B-score at 10 µM; actives 0.45% (n = 310,000); AID 463165;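 active = B-score, a plate-corrected calcium signal, over three deviations above library mean, with baseline fluorescence within five deviations of library mean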;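 note: RGS4 expression induced by doxycycline in cells with stable M3 receptor; B-score is computed from the integrated fluorescence ratio over baseline after carbachol; higher B-score means a larger calcium signal and so more RGS4 inhibition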
Target sequence (P49798 whole entry, looked up): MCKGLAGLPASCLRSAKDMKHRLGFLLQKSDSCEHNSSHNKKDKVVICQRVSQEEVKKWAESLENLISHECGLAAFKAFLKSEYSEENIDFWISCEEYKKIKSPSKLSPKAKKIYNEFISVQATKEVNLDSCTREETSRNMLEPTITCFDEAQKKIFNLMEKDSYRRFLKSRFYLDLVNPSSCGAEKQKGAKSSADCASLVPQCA
MrgX1 PAM – allosterically activates human MrgX1 receptor signaling; Q96LB2; MrgX1-HEK293, Fluo-4 calcium flux, FDSS; hits give high values; B-score at 10 µM; actives 0.63% (n = 310,000); AID 588675;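 active = plate-corrected calcium response at least 3 library SD above typical, normal starting fluorescence, not activating the receptor alone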;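 note: compound read alongside a low EC10 to EC30 dose of BAM8-22 agonist; peak minus trough fluorescence over baseline measured at the second addition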
Target sequence (Q96LB2 whole entry, looked up): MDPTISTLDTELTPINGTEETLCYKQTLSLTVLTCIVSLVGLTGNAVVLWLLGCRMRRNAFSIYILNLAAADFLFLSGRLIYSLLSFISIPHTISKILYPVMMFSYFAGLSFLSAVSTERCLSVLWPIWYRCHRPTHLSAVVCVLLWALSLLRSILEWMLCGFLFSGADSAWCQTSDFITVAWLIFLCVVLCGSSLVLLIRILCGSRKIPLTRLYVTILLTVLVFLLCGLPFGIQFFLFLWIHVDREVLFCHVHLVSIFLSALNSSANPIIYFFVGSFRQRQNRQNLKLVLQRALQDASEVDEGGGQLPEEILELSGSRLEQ
ANO1 block – inhibitors of mouse TMEM16A calcium-activated chloride channel; Q8BHY3; HEK293 TMEM16A/YFP iodide influx fluorescence, ionomycin; normalized B-score (activity score, 25-100; higher = stronger inhibition) at 10 µM; actives 1.2% (n = 310,000); AID 588511;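 active = ratio plate-corrected score three or more library SD toward inhibition, starting fluorescence score within five deviations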;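 note: score derived from kinetic fluorescence span divided by baseline fluorescence per well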
ANO1 activ – activators or potentiators of mouse TMEM16A chloride channel; actives 0.3% (n = 340,000); Q8BHY3; HEK293 TMEM16A/YFP-H148Q/I152L, iodide quench fluorescence; hits give low values; B-score at 10 µM;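 active = fluorescence-ratio B-score plate-corrected deviation score at least 3 library SD below zero, with starting fluorescence score within 5 deviations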;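 note: channel opened by trigger with iodide after compound preincubation; score built on the fluorescence ratio of max minus min over baseline; more negative score means more quench and so TMEM16A activation or potentiation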
TRPC6 inhibitor – inhibitors of mouse TRPC6 channel; Q61143; HEK293-TRPC6, membrane potential dye, ACh-evoked depolarization; hits give low values; B-score at 10 µM; actives 1.1% (n = 310,000); AID 2553;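 active = B-score under library mean minus 3 SD, initial fluorescence not abnormally high, positive integrated signal ratio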;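 note: B-score derived from integrated fluorescence ratio over the kinetic read; more negative B-score means stronger inhibition of depolarization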
TRPC4 potent – allosteric potentiators of mouse TRPC4 channel; Q9QUQ5; actives 0.42% (n = 310,000); B-score at 10 µM; AID 2227; HEK293 TRPC4beta/mu-opioid, DAMGO EC20, Fluo-4 Ca2+ flux; hits give high values;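 active = B-score of calcium response area above 5 SD of library B-scores, with initial fluorescence ratio within 5 SD of library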;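 note: B-score of integrated fluorescence ratio over time as area under calcium response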
MrgX1 antag – blocks BAM8-22 activation of human MrgX1 receptor; Q96LB2; MRGX1-HEK293 calcium flux, Fluo-4, BAM8-22 antagonism; hits give low values; B-score at 10 µM; actives 1.3% (n = 310,000);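 active = calcium-response B-score plate-corrected more than 3 library SD below zero, starting fluorescence within 5 deviations, no agonist response on first addition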;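 note: peak minus trough fluorescence over baseline after final BAM8-22 challenge near maximal dose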
TRPC6 act – activates the mouse TRPC6 cation channel. Q61143. HEK293-TRPC6 membrane potential dye fluorescence; hits give high values. B-score at 10 µM. actives 0.13% (n = 310,000). AID 2550;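 active = B-score of the integrated fluorescence ratio above library mean plus 3 SD, and starting fluorescence ratio within library mean plus 5 SD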;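 note: higher score means more depolarization so channel activation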
MrgX1 agonist – human MrgX1 receptor agonism, primary screen. Q96LB2. MrgX1-HEK293 cells, Fluo-4 calcium fluorescence, agonist mode; hits give high values. B-score at 10 µM. actives 0.44% (n = 310,000). AID 588627;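 active = calcium response B-score plate-corrected fluorescence ratio at least 3 library SD, with starting fluorescence B-score inside 5 SD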
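System: HEK293 cells stably expressing human MrgX1 receptor; Dosing: test compound in the initial addition of three; Schedule: overnight plating, then 30 min 37 °C plus 30 min room-temperature dye loading; Detection: kinetic calcium dye fluorescence, Fluo-4 NW; Controls: per-plate positive and negative controls for Z′ factor.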
TRPC4 inh – inhibitors of mouse TRPC4 channel. Q9QUQ5. actives 0.39% (n = 300,000). B-score at 10 µM. HEK293 TRPC4beta/mu-opioid, DAMGO-evoked Fluo4 calcium flux; hits give low values;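 active = B-score over 3 SD under the library average, no early fluorescence shift, positive overall ratio signal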
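Assay system: Stable TRPC4beta/mu-opioid receptor HEK293 cells | Reagent: DAMGO in two steps, submaximal then maximal | Compound dosing: Single concentration per test compound | Signal: Fluo4 Ca2+ flux fluorescence | Evaluation: Per-well B score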
TRPC4 act – activators of mouse TRPC4 channel | HEK293 TRPC4beta/mu-opioid, Fluo4 calcium fluorescence; hits give high values | Q9QUQ5 | actives 0.49% (n = 310,000) | B-score at 10 µM;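 active = B-score above 5 SD of library B-scores, and initial fluorescence ratio not above library mean plus 5 SD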;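 note: positive B-score marks a calcium rise read as TRPC4 activation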
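Assay system: HEK293 cells stably co-expressing mouse TRPC4beta and mu-opioid receptor / Timing: Fluo4 dye loading 45 min at room temperature, 110 s recording / Signal: Fluo4 calcium-sensitive dye fluorescence, kinetic, 1 Hz baseline / Read-out: integrated baseline-normalised fluorescence ratio, converted to per-well B score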
Active calls of the source: *; i = inactive; / = not tested or not shown. Rows were taken by chance; overall some 5.8% were active at least once.

Molecule | RGS4 block | MrgX1 PAM | ANO1 block | ANO1 activ | TRPC6 inhibitor | TRPC4 potent | MrgX1 antag | TRPC6 act | MrgX1 agonist | TRPC4 inh | TRPC4 act
CC(C)C[C@H](NC(=O)c1nc[nH]c1C(=O)N[C@@H](CCCCNC(=O)OC(C)(C)C)C(=O)OC(C)(C)C)C(=O)OC(C)(C)C | i | i | i | -5* | i | i | i | i | i | i | i
CC(C)C[C@H](NC(=O)C1CC(=O)N(c2ccc3c(c2)OCO3)C1)C(=O)NCc1ccco1 (some centres not stated) | i | i | i | i | i | i | i | i | i | i | i
CCOC(=O)c1ccc(CNS(=O)(=O)c2c(C)ccc3nsnc23)o1 | i | i | i | i | i | i | i | i | i | i | i
COc1cc(/C=C2\SC(=O)NC2=O)ccc1Oc1cnccn1 | i | i | i | i | i | i | i | i | i | i | i
Cc1nc(/C(N)=N/OC(=O)c2cccc(Cl)c2)c(C(F)(F)F)o1 | i | i | i | i | i | i | i | i | i | i | i
CC(=O)N1c2ccc(S(=O)(=O)N3CCC(C(=O)NCCc4ccc(Cl)cc4)CC3)cc2CC1C (configuration not stated) | i | i | i | i | i | i | i | i | i | i | i
CC(=O)N1CCN(c2ccc(NCc3cccs3)cc2)CC1 | / | i | i | i | / | / | i | / | i | / | /
C=CCn1c(-c2cc(OC)c(OC)c(OC)c2)n[nH]c1=S | i | i | i | i | i | i | i | i | i | i | i
Cn1c(COc2ccc([N+](=O)[O-])cc2)nnc1SCC(=O)NCC1CCCO1 (configuration not stated) | i | i | i | i | i | i | i | i | i | i | i
CCOC(=O)N1CCN(C(=O)c2ccc3c(=O)n(Cc4ccccc4OC)c(=S)[nH]c3c2)CC1 | i | i | i | i | i | i | i | i | i | i | i
CCN(CC)C(=O)c1c(-c2ccccc2)oc2ccc(OC)cc12 | i | i | i | i | i | i | i | i | i | i | i
c1cnc2c(Oc3ncnc4sccc34)cccc2c1 | i | i | i | i | i | i | i | i | i | i | i
COc1cc(S(=O)(=O)NCc2ccc3c(c2)OCO3)ccc1F | i | i | i | i | i | i | i | i | i | i | i
CC(C)(C)C(=O)NCC12C=CC(O1)C1C(=O)N(c3ccccc3)C(=O)C12 (configuration not stated) | i | i | i | i | i | i | i | i | i | i | i
O=C(Nc1ccc2c(c1)OCO2)C1CCN(S(=O)(=O)Cc2ccccc2)CC1 | i | i | i | i | i | i | i | i | i | i | i
NC(=O)c1cc([N+](=O)[O-])ccc1NCCc1ccccc1 | i | i | i | i | i | i | i | i | i | i | i
Cc1cc(NC(=O)CCC2CCCCC2)no1 | i | i | i | i | i | i | i | i | i | i | i
CCC1CCCCN1C(=O)COc1c(Br)cc(Br)c2cccnc12 (configuration not stated) | i | i | i | i | i | i | i | i | i | i | i
O=C(NNC(=O)C12CC3CC(CC(O)(C3)C1)C2)c1csc(N2CCOCC2)n1 | i | i | i | i | i | i | i | i | i | i | i
CC(=O)Nc1cc(C(=O)N2CCc3ccccc3C2)ccc1Sc1ccc(F)cc1 | i | i | i | i | i | i | i | i | i | i | i
CCCS(=O)(=O)N1CCCC(C(=O)N2CCN(c3ccccn3)CC2)C1 (configuration not stated) | i | i | i | i | i | i | i | i | i | i | i
O=C(OCC(=O)N1CCN(c2ccccc2)CC1)c1cccc(Cl)c1 | i | i | i | i | i | i | i | i | i | i | i
CN(C(=O)c1ccc2c(c1)CCN2S(C)(=O)=O)c1ccccc1 | i | i | i | i | i | i | i | i | i | i | i
COc1ccc(COC(=O)c2c(C)nn(-c3ccccc3)c2Cl)cc1 | i | i | i | i | i | i | i | i | i | i | i
CC1CCc2nc(NC(=O)c3ccc(N4C(=O)CCC4=O)cc3)sc2C1 (configuration not stated) | i | i | i | i | i | i | i | i | i | i | i
COc1cccc(NC(=O)C2Cc3ccccc3CN2C(=O)c2ccco2)c1 (configuration not stated) | i | i | i | i | i | i | i | i | i | i | i
COC(=O)c1ccc(-n2c(C)cc(C(=O)CSc3ccc(NC(C)=O)cc3)c2C)cc1 | i | i | 25* | i | i | i | i | i | i | i | i
COc1ccc(S(=O)(=O)/C(C#N)=C/Nc2cccc(F)c2)cc1 | i | i | i | i | i | i | i | i | i | i | i
Cc1ccc(-c2cn(S(=O)(=O)c3cccc([N+](=O)[O-])c3)nc2N)cc1 | i | i | i | i | i | i | i | i | i | i | i
O=CNn1cnc2c(oc3nc(-c4ccccc4)cc(-c4ccco4)c32)c1=O | i | i | 25* | i | i | i | i | i | i | i | i
CCOc1ccc(CCNC(=O)CCS(=O)(=O)c2ccc(Br)cc2)cc1OCC | i | i | i | i | i | i | i | i | i | i | i
O=C(Nc1ccc(Cl)cc1)Nc1ccc2c(c1)OCO2 | i | i | i | i | i | i | i | i | i | i | i
CCCC(=O)n1nc(-c2cccnc2)nc1NCc1cccs1 | i | / | / | i | i | i | / | i | / | i | i
[O-]/[N+](=C\c1ccc(F)cc1)c1ccccc1 | i | i | i | i | i | i | i | i | i | i | i
CCC(=O)c1ccc(N2CCN(C(=O)COc3ccccc3F)CC2)c(F)c1 | i | i | i | i | i | i | i | i | i | i | i
C/C(=C\C(=O)c1cccnc1)Nc1ccc(C)c(C)c1 | i | i | i | i | i | i | i | i | i | i | i
Cc1ccsc1/C=N/n1c(COc2ccccc2)n[nH]c1=S | i | i | i | i | i | i | i | i | i | i | i
CC1(C)NC(=O)N(CCOc2ccc([N+](=O)[O-])cc2)C1=O | i | i | i | i | i | i | i | i | i | i | i
Cc1ccc(CNCC2CCCO2)s1 (configuration not stated) | i | i | i | i | i | i | i | i | i | i | i
CC(=O)c1c(C)[nH]c(C(=O)Nc2nc(-c3ccc(Cl)cc3)cs2)c1C | i | i | i | i | i | i | i | i | i | i | i
O=C(O)c1cccc(COc2ccc(CO)cc2Cl)c1 | i | i | i | i | i | i | i | i | i | i | i
Cc1ccc(C2C3=C(CC(C)(C)CC3=O)N(CCN3CCOCC3)C3=C2C(=O)CC(C)(C)C3)cc1 | i | i | i | i | i | i | i | i | i | i | i
CN(C)S(=O)(=O)c1ccc2[nH]cc(/C=C/c3nc4ccccc4c(=O)n3-c3ccccc3)c2c1 | i | i | i | i | i | i | i | i | i | i | i
CN(C)CCN1C(=O)C(=O)/C(=C(/O)c2ccc(S(=O)(=O)N3CCOCC3)cc2)C1c1ccc(F)cc1 (configuration not stated) | i | i | i | i | i | i | i | i | i | i | i
CN1CCN(CC#CCC(O)(c2ccccc2)c2ccccc2)CC1 | i | i | i | i | i | i | i | i | i | i | i
CCc1[nH]nc(C(=O)N/N=C/c2ccncc2)c1C | i | i | i | i | i | i | i | i | i | i | i
CCc1ccc2c(c1)C(c1ccc([N+](=O)[O-])cc1)=NNC(c1ccc(F)cc1)=N2 | i | i | i | i | i | i | i | i | i | i | i
CCC(=O)NNC(=O)CCC(=O)Nc1cccc(Cl)c1C | i | i | i | i | i | i | i | i | i | i | i
Cc1ccccc1NS(=O)(=O)c1ccc(C(=O)N2CCN(c3ccccn3)CC2)cc1 | i | i | i | i | i | i | i | i | i | i | i
O=C(Nc1c2ccccc2nc2ccccc12)C(Cl)(Cl)Cl | i | i | i | i | i | i | i | i | i | i | i

Following part:
Molecule | RGS4 block | MrgX1 PAM | ANO1 block | ANO1 activ | TRPC6 inhibitor | TRPC4 potent | MrgX1 antag | TRPC6 act | MrgX1 agonist | TRPC4 inh | TRPC4 act
CC(OCCN(C)C)C(=O)C12CC3CC(CC(C3)C1)C2 (configuration not stated) | i | i | i | i | i | i | i | i | i | i | i
CN1C(=O)C(/C(N)=N/NC(=O)c2ccccc2)C2CC1(C)Oc1ccccc12 (configuration not stated) | i | i | i | i | i | i | i | i | i | i | i
C/C=C/c1ccc(OCCCCN(C)Cc2ccccc2)c(OC)c1 | i | i | i | i | i | i | i | i | i | i | i
Cc1ccc(C(=O)CSc2nc(N)cc(=O)[nH]2)cc1C | i | i | i | i | i | i | i | i | i | i | i
C[C@@H](Oc1ccccc1)c1nnn(Cc2ccccc2)c1-c1c([C@@H](C)Oc2ccccc2)nnn1Cc1ccccc1 | i | i | i | / | i | i | i | i | i | i | i
CC(C)NC(=O)c1c(O)c2ccccc2[nH]c1=O | i | i | i | i | i | i | i | i | i | i | i
CCOC(=O)C1CCCN(C(=O)COC(=O)c2ccc(C#N)cc2)C1 (configuration not stated) | i | i | i | i | i | i | i | i | i | i | i
Cc1cc(NC(=O)CCCn2nc([N+](=O)[O-])c(Cl)c2C)no1 | i | i | i | i | i | i | i | i | i | i | i
N#CCOc1nc(N2CCCC2)nc(N2CCCC2)n1 | i | i | i | i | i | i | i | i | i | i | i
COc1ccc(-c2nc3c(n2O)CCCC3=O)cc1OC | i | i | i | i | i | i | i | i | i | i | i
CC(=O)Nc1ccc(NC(=O)C2CCC(N3C(=O)C4C5C=CC(C6CC56)C4C3=O)CC2)cc1 (configuration not stated) | i | i | i | i | i | i | i | i | i | i | i
CCN(CC)C(=O)COc1ccc(/C(C)=N/Nc2ncc(Cl)cc2Cl)cc1 | i | i | i | i | i | i | i | i | i | i | i
C=CCn1c(SCc2nc3sc(C(=O)O)c(C)c3c(=O)[nH]2)nnc1-c1ccc(F)cc1 | i | i | i | i | i | i | i | i | i | i | i
CCc1ccc(N2CN(CCc3ccccc3)CNC2=S)cc1 | i | i | i | i | i | i | i | i | i | i | i
CC(=O)Nc1ccc(S(=O)(=O)NCc2ccc(C(=O)NCCCN3CCC(C)CC3)cc2)cc1 | i | i | i | i | i | i | i | i | i | i | i
CCN(CC)CCN(C(=O)c1ccc(S(=O)(=O)N(CC)c2ccccc2)cc1)c1nc2c(OC)ccc(OC)c2s1 | i | i | i | i | i | i | i | i | i | i | i
O=C(Cn1nc(CNc2ccc(Cl)cc2)[n+]2c1CCCCC2)c1ccc(Cl)cc1 | i | i | i | i | i | i | i | i | i | i | i
